# bIAP inh: bovine intestinal alkaline phosphatase inhibitors, primary screen, selectivity assay for TNAP inhibitor project, biochemical, bovine IAP, CDP-star luminescence; 190,000 tested, under 10 active; inhibition, % at 20 µM; purified bovine IAP, 30 min;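 active = over 50% inhibition of intestinal alkaline phosphatase at 20 µM in the single-dose screen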
#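 test system = bovine IAP enzyme | medium = DEA buffer 100 mM, pH 9.8, with MgCl2 1.0 mM, ZnCl2 0.02 mM | detection = luminescence | dosing = single compound dose of 20 µM, 2% DMSO final | incubation = 30 min reaction at room temperature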
# bIAP activator: bovine intestinal alkaline phosphatase activators, primary screen, biochemical, bovine IAP, CDP-star luminescence | purified bovine IAP, 30 min; stronger effect = higher value; fold of DMSO-control signal, blank-subtracted | alkaline phosphatase, intestinal [Bos taurus] | activation factor at 20 µM | 0.17% of 200,000 active | AID 1016, 2008;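 active = activation factor of 2 or more at 20 µM, a signal rise over negative controls twice the positive control's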
# TNAP inh hi DEA: human TNAP enzyme inhibitors, primary screen, biochemical, luminescent, high phosphate acceptor level, uHTS | Alkaline phosphatase, tissue-nonspecific isozyme (Homo sapiens), P05186 | purified TNAP, CDP-star luminescence, 1 M DEA | inhibition, % at 20 µM | 0.03% of 200,000 active;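 active = over 50% inhibition of tissue-nonspecific alkaline phosphatase at 20 µM in the single-dose screen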;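 note: plate controls were DMSO wells for no effect and EDTA-quenched wells as full inhibition for full effect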
# Target sequence (P05186 whole entry, looked up): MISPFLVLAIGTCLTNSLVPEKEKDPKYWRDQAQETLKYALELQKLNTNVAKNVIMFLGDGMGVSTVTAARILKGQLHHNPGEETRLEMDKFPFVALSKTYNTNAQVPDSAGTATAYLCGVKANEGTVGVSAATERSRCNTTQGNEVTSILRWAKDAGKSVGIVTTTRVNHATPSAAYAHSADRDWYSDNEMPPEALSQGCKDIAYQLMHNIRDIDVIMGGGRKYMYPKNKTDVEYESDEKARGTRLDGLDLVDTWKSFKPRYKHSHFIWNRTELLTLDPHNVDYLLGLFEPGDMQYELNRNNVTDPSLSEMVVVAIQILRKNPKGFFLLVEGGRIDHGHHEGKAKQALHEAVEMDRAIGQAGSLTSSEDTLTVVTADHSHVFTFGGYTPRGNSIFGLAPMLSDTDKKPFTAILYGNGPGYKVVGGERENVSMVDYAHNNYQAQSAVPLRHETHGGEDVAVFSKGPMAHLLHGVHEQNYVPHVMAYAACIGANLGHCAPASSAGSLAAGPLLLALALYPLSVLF
# TNAP inh no acc: human TNAP enzyme inhibitors, primary screen, biochemical, luminescent, no phosphate acceptor, uHTS; Alkaline phosphatase, tissue-nonspecific isozyme (Homo sapiens), P05186; purified TNAP, CDP-star luminescence, 30 min; inhibition, % at 20 µM; 0.26% of 200,000 active;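 active = tissue-nonspecific alkaline phosphatase inhibition above about 50% at 20 µM in the single-dose screen, limit read from the data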;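 note: 0% = DMSO negative control and 100% = EDTA positive control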
# TNAP act hiacc: TNAP activators at high phosphate acceptor level, primary screen, biochemical, luminescence, uHTS. Alkaline phosphatase, tissue-nonspecific isozyme (Homo sapiens), P05186. purified TNAP, CDP-star luminescence, 1 M DEA, 30 min; stronger effect = higher value; 0 = EDTA background, 1 = DMSO-only activity. activation factor at 20 µM. 200,000 tested, under 10 active;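 active = activation factor at least 2 at 20 µM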
#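 Test system – human TNAP · Doses – 20 µM single point · Incubation – 30 min, room temperature · Signal – luminescent substrate turnover signal · Read-out basis – activation factor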
# FLuc stim CS: FLuc activators, initial screening, artefact control for FLuc-dependent activation tests, biochemical, ATPlite luminescence; activation factor at 10 µM; 200,000 tested, under 10 active; ATPlite luciferase biochemical, 10 min; 0 = ATP-free wells, 1 = DMSO control;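 active = luciferase activation factor, scaled between plate controls, of at least 2 with compound at 10 µM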
# Target sequence (P08659 whole entry, looked up): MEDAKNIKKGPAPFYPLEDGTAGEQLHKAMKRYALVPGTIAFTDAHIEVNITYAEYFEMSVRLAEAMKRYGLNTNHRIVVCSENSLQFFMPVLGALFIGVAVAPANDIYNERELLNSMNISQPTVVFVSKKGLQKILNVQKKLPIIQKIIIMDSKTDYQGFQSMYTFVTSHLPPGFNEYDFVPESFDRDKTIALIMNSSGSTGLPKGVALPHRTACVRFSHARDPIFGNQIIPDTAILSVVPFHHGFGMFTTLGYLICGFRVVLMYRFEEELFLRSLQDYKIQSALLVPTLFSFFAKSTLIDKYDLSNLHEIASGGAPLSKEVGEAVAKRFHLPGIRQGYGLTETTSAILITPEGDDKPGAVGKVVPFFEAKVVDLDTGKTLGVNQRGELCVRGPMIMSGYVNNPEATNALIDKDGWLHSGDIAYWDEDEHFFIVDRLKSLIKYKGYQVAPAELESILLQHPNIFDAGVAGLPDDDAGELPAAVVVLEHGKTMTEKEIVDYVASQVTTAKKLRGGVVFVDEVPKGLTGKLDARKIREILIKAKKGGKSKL
#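 Material: Luciferase/luciferin reagent mix | Doses: Test compounds dosed from 2 mM stocks in 100% DMSO | Timing: 10 min incubation after luciferase reagent addition, room temperature | Measured by: Luminescence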
# RAM network inh: inhibitors of the yeast RAM network, primary screen, dse1pr::URA3 reporter, 5-FOA selection | inhibition, % at 50 µM | S. cerevisiae dse1pr::URA3 reporter, 5-FOA growth OD615, 2 d; analog-sensitive cbk1-as2 kinase mutant strain | 1.8% of 190,000 active;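 active = inhibition above a set limit, 3 SD over mean compound inhibition, cut at about 8.4% in these data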;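 note: 0% = DMSO-only wells with no growth and 100% = 10 µM 1-NA-PP1 full growth; inhibition rescues growth on 5-FOA so higher OD means more RAM inhibition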
# Lmaj promast: Leishmania major promastigote growth inhibition, primary screen. Leishmania major promastigotes, resazurin fluorescence viability. inhibition, % at 10 µM. 9% of 200,000 active. AID 1063, 2008; in the data active = inhibition above about 50%;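 note: promastigotes grown with compound for 44 hours at 28 °C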
# APP transl inh: inhibitors of APP translation via 5'UTR reporter, primary screen, APP 5'UTR luciferase, SH-SY5Y cells. 0.82% of 190,000 active. SH-SY5Y APP 5'UTR-luciferase reporter, luminescence. inhibition, % at 2 µM. AID 1285, 2008;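 active = inhibition above a set limit, derived from the sample mean plus 3 SD, cut at about 45% in these data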; note: values of inactives mirror those of a sister screen read the other way
# FLuc inh counter: firefly luciferase enzyme inhibitors, primary screen, artefact control for luciferase-based inhibitor screens, biochemical, luminescence, ATPLite; inhibition, % at 10 µM; Luciferin 4-monooxygenase (Photinus pyralis), P08659; 10 min; 1.5% of 200,000 active;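 active = inhibition above about 50% when tested at 10 µM, limit read from the data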
# * marks the source's active call; other numbers are inactive results; & = joins results of further samples.
SMILES,bIAP inh,bIAP activator,TNAP inh hi DEA,TNAP inh no acc,TNAP act hiacc,FLuc stim CS,RAM network inh,Lmaj promast,APP transl inh,FLuc inh counter
CC(C)[C@H](NC(=O)[C@@H]1CSCN1C(=O)OC(C)(C)C)C(=O)NCC1CCC(C(=O)O)CC1 (stereo not given in full),7,0.9,-8,-9,1.1,1.1,-0.6,-3,-1&12,-9
Cc1ccc(NC(=S)NCc2cccs2)c(C)c1,21,0.8,0,-13,1,1,-0.1,16,2,-1
c1ccc(Cc2ccc(OCCn3cncn3)cc2)cc1,-3,1,-2,-14,1,1.1,-0.9,-1,-1,-8
COC(=O)C1=C(C)NC(=O)C1(NC(=O)c1cccnc1)C(F)(F)F (stereo not given),13,0.9,0,-7,1,1,1.9,-7,4,-4
COc1cccc(OC)c1C(=O)NCCN1CCN(C(=O)c2c(OC)cccc2OC)CC1,-6,1.1,-7,-13,1.1,1,0.1,-3,-6,1
Cc1ccc(C(=O)O/N=C/c2c(Cl)n(C)c3ccccc23)cc1,-1,1,-2,-4,1,0.7,2.0,-5,-6,28
CCC(=O)c1ccc(OCC(O)Cn2c(C)nc3ccccc32)cc1 (stereo not given),9,0.9,-1,-2,1,1,0.8,7,-8,-4
CCOC(=O)c1ccc(N/C=C/C(=O)c2ccco2)cc1,3,1,0,-17,1,0.4,1.2,-7,-126,62*
CC(C)=C1C2C=CC1C(C(=O)Nc1cc(C)ccc1C)C2C(=O)O (stereo not given),5,1,1,-5,1,1,0.8,-6,6,-1
CC1Cc2ccccc2N1C(=O)CN1C(=O)C(=O)N(Cc2ccccc2)C1=O (stereo not given),-10,1.1,0,-16,1,1,2.2,-3,3,-2
Cc1cc(C)c2c(=O)[nH]n(C(C)C)c2n1,1,1,-1,-4,1,1,1.0,-3,3,3
COc1ccccc1N(CC(=O)NCc1ccccc1)C(=O)CCC(=O)Nc1cc(C)ccn1,10,0.9,-1,-8,1,1,-1.3,-3,-2,-4
C=CCOc1ccc(/C=C/C(C)=N\O)cc1,11,0.9,-2,-5,1,0.4,-1.9,0,-92,61*
COC(=O)c1ccc(C2NC(=S)N(c3ccccc3)C(C)=C2C(=O)Nc2ccccc2OC)cc1 (stereo not given),-3,1,0,-4,1,1,2.1,72*,4,-4
CCOC(=O)Cn1c2ccc(OC)cc2c2nc3ccccc3nc21,10,0.9,-6,-1,1.1,1.1,0.9,1,4,-5
COC(=O)c1[nH]c2cccc(Cl)c2c1NC(=O)CN(C)C1CCCCC1,-17,1.2,5,1,1,1,1.8,-1,-7,2
O=C1c2ccccc2C(=O)N1Cc1nc(-c2ccccn2)no1,-7,1.1,-1,-9,1,1,1.1,-2,1,2
CCN(CC)C(=O)C(=O)N/N=C/c1ccc(F)cc1,-7,1.1,0,-4,1,1,0.1,-3,-22,2
Cc1cc(C)nc(/N=C2\NC(=O)CC(C(=O)O)N2c2cccc(Cl)c2)n1 (stereo not given),-11,1.1,1,-17,1,0.9,-0.1,-1,0,5
Cc1cccc(C)c1N=C1SC(CC(=O)Nc2c(C)cccc2C)C(=O)N1CCc1ccccn1 (stereo not given),0,1,-5,-11,1.1,1.1,3.8,27,6,-8
COC(=O)c1[nH]c(C)c(/C(O)=C2\C(=O)C(=O)N(CCN(C)C)C2c2ccco2)c1C (stereo not given),6,0.9,0,-10,1,1.1,1.5,-3,3,-8
CCOC(=O)C1CCN(c2c(NCc3ccc(C(=O)NCCC(C)C)cc3)c(=O)c2=O)CC1,-4,1,-5,-1,1,1.1,3.6,0,10,-6
O=C(N/C(=C\c1cccnc1)C(=O)N1CCOCC1)c1cccc(Br)c1,-11,1.1,-5,-9,1,1.1,2.0,-3,9,-6
Cn1c(=O)[nH]c(=O)c2c1nc(N1CCCCCC1)n2CC(N)=O,-10,1.1,0,-5,1,1.1,0.4,-4,-6,-6
Cc1ccc(CNC(=O)C(=O)Nc2nccs2)cc1,5,1,-1,-13,1,0.9,1.9,-1,-11,6

# Later entries.
SMILES,bIAP inh,bIAP activator,TNAP inh hi DEA,TNAP inh no acc,TNAP act hiacc,FLuc stim CS,RAM network inh,Lmaj promast,APP transl inh,FLuc inh counter
Cc1ccc(C(c2nnnn2CS(=O)(=O)c2ccc(C)cc2)N2CCC(C(N)=O)CC2)cc1 (stereo not given),-15,1.1,-5,-13,1,1,0.8,-7,10,-3
COc1ccccc1CC(=O)Nc1cccc(C)n1,4,1,-4,-8,1,1,0.0,-4,-28,-3
COc1ccc(OCCc2nnc(N)s2)cc1,-1,1,-5,-4,1.1,1.1,1.1,-4,-15,-8
Cc1nc(C)c(C(=O)NNC(=O)c2ccc(Br)cc2)s1,6,0.9,0,-7,1,1,0.8,-6,-17,1
CN(C)c1ccc(Sc2nnc(NC(=O)Nc3ccc(Cl)cc3Cl)s2)cc1,-10,1.1,0,-7,1,1.1,6.1,-15,-21,-8
O=C(NCc1ccccc1)c1nc2ccccc2s1,18,0.8,1,-13,1,1,0.1,-12,-40,2
Cc1ccc(C(C(=O)NC2CCCCC2)N(C(=O)CCCC(=O)Nc2ccccn2)c2ccc3c(c2)OCCO3)cc1 (stereo not given),2,1,-1,-9,1,1.1,2.4,68*,-19,-5
CCn1c2ccccc2c2cc(NC(=O)C(=O)N3CCOCC3)ccc21,-11,1.1,-1,1,1,1,4.2,-3,-67,-4
Cc1c(Cl)c([N+](=O)[O-])nn1CCCC(=O)Nc1sc2c(c1C(N)=O)CCC(C)C2 (stereo not given),5,1,-2,-16,1,1.1,2.4,0,7,-9
COc1cccc(-c2cc(C(F)(F)F)n3nc(C(=O)N4CCCCC4c4cccnc4)cc3n2)c1 (stereo not given),-6,1.1,1,8,1,1,0.9,89*,-1,0
CCOC(=O)Cc1nn(Cc2ccc(Cl)cc2)c(=O)c2ccccc12,-5,1.1,-2,-8,1,1,5.5,-7,-17,-5
COc1ccc(N2CCc3c(C)nc4c(OC)cc(OC)cc4c32)c(OC)c1,-4,1,-8,-15,1.1,1.1,1.2,101*,-4,-7
CCOC(=O)C1CCCN(C(=O)CCc2ccccc2)C1 (stereo not given),-2,1,-5,-10,1,1,0.5,-5,10,-2
Cc1ccc(C(=O)N2CCCC(c3nc4c(nnn4Cc4ccccc4)c(=O)[nH]3)C2)cc1 (stereo not given),-4,1,-5,-8,1,1.1,4.0,3,-2,-6
CC1Oc2ccccc2N(CC(=O)Nc2ccc3c(c2)OCCO3)C1=O (stereo not given),18,0.8,-8,-12,1.1,1.1,1.8,3,-12,-8
Cc1cc2c(N)cccc2nn1,4,1,4,-8,1,1,4.0,-4,-6,-1
CCOc1cc(NC(=O)c2cnccn2)c(OCC)cc1NC(=O)c1cccc(F)c1,2,1,-1,-5,1,1,0.7,4,6,-4
CCOC(=O)c1c(C)[nH]c(C(=O)CSc2nnnn2-c2ccccc2)c1C,14,0.9,-2,-6,1,1,4.3,-6,-2,-3
N#CCC(=O)N/N=C/c1cc(-c2ccccc2)n(-c2ccc(Cl)cc2)c1-c1ccccc1,-4,1,-1,1,1,1.1,5.5,12,-6,-7
CC(C)OC(=O)c1c(NC(=O)c2ccco2)sc2c1CCCC2,-4,1,1,0,1,1.1,6.8,0,-1,-7
O=S(=O)(NC1c2cccc3cccc(c23)C1Sc1ncccn1)c1ccc(Cl)cc1 (stereo not given),10,0.9,-5,13,1,1.1,3.6,83*,8,-9
O=C(NCCCn1ccnc1)c1ccc(Cl)cc1[N+](=O)[O-],9,0.9,0,-3,1,1,1.0,6,2,-2
CCOC(=O)N1CCN(S(=O)(=O)c2ccc(F)c(C(=O)Nc3ccc(C(C)C)cc3)c2)CC1,9,0.9,-4,-8,1,1.1,3.6,8,-8,-6
COC(=O)CSc1cc(C)nc(SC)n1,22,0.8,-6,-17,1.1,1.1,0.1,-5,5,-7
CCS(=O)(=O)c1ccc2c(c1)N(S(C)(=O)=O)CC(C(=O)NCCOC)O2 (stereo not given),-2,1,-4,-9,1,1,-0.6,-9,-4,-4

# Brought forward from above: four compounds; new compounds follow.
SMILES,bIAP inh,bIAP activator,TNAP inh hi DEA,TNAP inh no acc,TNAP act hiacc,FLuc stim CS,RAM network inh,Lmaj promast,APP transl inh,FLuc inh counter
O=C(NCCCn1ccnc1)c1ccc(Cl)cc1[N+](=O)[O-],9,0.9,0,-3,1,1,1.0,6,2,-2
CCOC(=O)N1CCN(S(=O)(=O)c2ccc(F)c(C(=O)Nc3ccc(C(C)C)cc3)c2)CC1,9,0.9,-4,-8,1,1.1,3.6,8,-8,-6
COC(=O)CSc1cc(C)nc(SC)n1,22,0.8,-6,-17,1.1,1.1,0.1,-5,5,-7
CCS(=O)(=O)c1ccc2c(c1)N(S(C)(=O)=O)CC(C(=O)NCCOC)O2 (stereo not given),-2,1,-4,-9,1,1,-0.6,-9,-4,-4
CCN1CCN(CC(O)COc2cccc(OC)c2)CC1 (stereo not given),6,0.9,-8,-13,1.1,1.1,-0.5,2,-2,-8
Cc1[nH]n(C(N)=S)c(=O)c1N=Nc1ccc2ccccc2c1,-14,1.1,12,-73,0.9,0.4,1.1,8,-134,63*
O=C(Cn1nc(-c2cccc(Cl)c2)ccc1=O)Nc1cccnc1,5,1,-7,-9,1.1,1,2.1,-5,2,-2
O=C(Nc1ccc2snnc2c1)N1CCCCC1,3,1,-4,-8,1,1,0.0,5,-6,4
COc1cc(C2CC(=O)c3cnc(N)nc3C2)cc(OC)c1OC (stereo not given),14,0.9,-4,-8,1,1.1,0.3,4,19,-8
COc1cc2c(C)nc3c(cnn3-c3ccccc3)c2cc1OC,-3,1,-9,-10,1.1,1,1.8,3,-79,-4
Cc1ccc(C(=O)NCC(=O)Nc2cccc(S(=O)(=O)NC3=NCCCCC3)c2)cc1C,-5,1,-4,-9,1,1,2.1,-3,8,1
COCCNC(=S)N(CCc1c(C)[nH]c2ccccc12)Cc1ccco1,4,1,-7,-12,1.1,1.1,2.2,11,16,-5
CCOCCCNC(=O)C(c1ccccc1)N(Cc1ccc2c(c1)OCO2)C(=O)CNC(C)=O (stereo not given),-6,1.1,-2,-7,1,1,1.1,-4,1,-4
CCc1nc(N)nc2c1C(=O)CC(C)(C)C2,1,1,-4,-10,1,1,0.4,3,0,-2
Clc1cnc(N/N=C/c2ccco2)c(Cl)c1,4,1,-5,-48,1.1,0.7,0.6,67*,-155,26
